NCI-60 one-dose screen, 48 h, at 10 µM unless noted. Numbers give growth in % (100 = growth as untreated, 0 = no growth, -100 = all killed).
UACC-257: UACC-257 melanoma | 78,000 compounds, 4.4% hits
SK-MEL-5: SK-MEL-5 melanoma. 80,000 compounds, 6.4% hits. AID 1794755
MDA-MB-435: MDA-MB-435 melanoma. 82,000 compounds, 7.8% hits
M14: M14 melanoma. 80,000 compounds, 6.2% hits
SK-MEL-2: SK-MEL-2 melanoma; 77,000 compounds, 4.7% hits; AID 1794763
UACC-62: UACC-62 melanoma. AID 1794756. 81,000 compounds, 5.4% hits
SK-MEL-28: SK-MEL-28 melanoma; 81,000 compounds, 4.1% hits; AID 1794761
A549/ATCC: A549/ATCC NSCLC. 81,000 compounds, 3.7% hits. AID 1794740
Starred values were filed as active, the others as inactive; · = not tested or not shown; & = joins results of further samples; ! = not confirmed by another sample. How the source made its calls: active means growth percent below 10; inactive means the rest.

SMILES	MDA-MB-435	M14	SK-MEL-5	SK-MEL-28	UACC-257	SK-MEL-2	UACC-62	A549/ATCC
N=C(N)c1ccc(-c2ccc(-c3cc(Cl)cc(Cl)c3)o2)o1	-93*	-54*	16	-80*	-73*	-43*	-81*	-71*
CS(=O)c1cccc(-c2ccc3nc(N)n(-c4ccc(C(F)(F)F)cc4)c(=O)c3c2)c1 (stereo not given)	105	100	88	114	101	98	95	93
CC1N=C(SCc2ccc(Cl)cc2)N2C(C)N=C(SCc3ccc(Cl)cc3)N12 (stereo not given)	97	95	98	98	97	·	95	89
CCOc1cc(Br)cc2cc(C(=O)CSc3nc4ccccc4c(=O)n3-c3ccccc3)c(=O)oc12	95	87	96	95	70	·	78	84
O=S(=O)(c1ccc(Br)cc1)N(c1cccc(F)c1)C1CCN(Cc2ccc(F)cc2)CC1	98	85	75	95	81	91	80	89
N#Cc1ccc(-n2nc(/C=C/c3ccc(F)cc3)cc2/C=C/c2ccc(F)cc2)cc1	97	87	101	99	88	73	78	83
O=[N+]([O-])c1ccc2[nH]ncc2c1	103	·	101	104	93	101	92	114
CCOC(=O)c1nc2c(C#N)cccn2c1C(=O)c1ccc(Br)cc1	102	104	100	103	98	91	95	93
O=C(C=P(c1ccccc1)(c1ccccc1)c1ccccc1)c1ccc(Br)cc1	106	94	97	109	102	94	67	72
Nc1c(C(=O)O)nnn1Cc1ccccc1	104	94	97	100	99	114	98	97
O=C(/C=C/c1ccc(Cl)nc1)c1ccc(Cl)cc1Cl	90	98	99	101	95	106	97	94
O=C(COc1ccc(Cl)cc1)Nc1ccc(-c2nc3ccccc3s2)c(Cl)c1	111	107	110	122	128	111	97	112
COc1ccc(-c2c(C#N)nnn2-c2ccc(OC)cc2)cc1	103	105	95	105	98	105	97	90
CCCCCCCCc1ccccc1	96	109	105	104	101	91	·	100
CCOC(=O)NC(/C=C/c1ccccc1)NC(=O)OCC	106	103	106	105	98	104	98	96
O=C1/C(=C/c2ccccc2CO)NC(=S)N1c1ccccc1	101	100	98	99	106	109	91	105
COC(=O)/C(CCC=C(C)C)=C1\[C@@H](OC(C)=O)C[C@@]2(C)[C@H]1C[C@@H](OCCC#N)[C@H]1[C@@]3(C)CC[C@@H](OCCC#N)[C@@H](C)[C@@H]3CC[C@@]12C	85	84	57	92	71	86	55	66
COc1ccc2c(c1)NC(=O)Cn1c(=O)cc(C)n1-2	102	111	101	97	·	109	101	92
O=C1/C(=C\c2ccccc2Cl)N=C(c2cnccn2)N1c1cccc2cccnc12	106	94	99	110	109	126	89	108
CCCCCCCC(=O)SCC/C=C/[C@@H]1CC(=O)NCc2cc(ccn2)C2=N[C@@](C)(CS2)C(=O)N[C@@H](C(C)C)C(=O)O1	-22*	4.9*	-95*	-25*	·	-2.2*	-57*	-6.8*
CC(C)[C@@H]1CC[C@@H]2[C@@H]1[C@H](OC(=O)/C=C/c1ccccc1)[C@]1(C(C)C)C[C@@H](OC(=O)CO)[C@@]2(C)O1	101	96	81	104	84	·	84	71
O=C(Nc1ccc(Cl)c(Cl)c1)C1C(=O)C(=O)N(c2ccc(Cl)c(Cl)c2)C1=O (stereo not given)	99	96	101	100	97	102	64	81
CN1CCN(C(=O)c2c3c(n4ccccc24)C(=O)c2ncccc2C3=O)CC1	76	49	66	103	98	80	39	51
CCCCCCC(=O)NCc1ccc(O)c(OC)c1	112	116	109	108	110	93	108	101
COc1cc(C(CC(=O)c2ccccc2)CC(=O)c2ccccc2)ccc1O	98	98	106	96	106	108	96	97
O=c1[nH][nH]c(Nc2ccccc2)c1N=Nc1ccc(F)cc1	99	107	97	108	127	94	92	85
Cc1cc(=O)c(C(=O)N[C@@H](C(=O)N[C@@H]2C(=O)N3C(C(=O)O)=C(CSc4nnnn4C)CSC23)c2ccc(O)cc2)c[nH]1 (stereo not given in full)	100	104	101	114	106	·	115	101
CCOC(=O)c1sc(NC(=O)COc2ccc(/C=C3\CCc4cc(OC)ccc4C3=O)cc2)nc1C	87	106	97	118	94	62	95	·
O=C(Nc1ccc(Nc2ccncc2)cc1)c1ccc(N2C(=O)c3ccccc3C2=O)cc1[N+](=O)[O-]	109	107	105	105	102	·	101	81
O=C(O)c1ccc2c3c(cccc13)CC2	109	95	109	112	108	118	97	104
O=C(CCl)Nc1ccc(NC(=O)c2cc(Cl)ccc2O)c(Cl)c1	66	77	58	89	90	92	56	88
COc1cc(NC(=O)[C@@H]2CCC(=O)N2)cc(OC)c1	99	95	98	102	76	89	97	68
COc1cccc(NCc2nnc(Nc3ccc(Cl)cc3)c3ccccc23)c1	-10*	-16*	-99*	-16*	-40*	-34*	-29*	2.6*
CCN(CC)Cc1nc2ccccc2c(=O)n1/N=C/c1ccc(OC)cc1	99	104	102	105	99	112	96	103
Cc1ccc(C(=O)c2ccccc2)c(C)c1	118	·	107	109	112	108	102	110
NS(=O)(=O)c1ccc(CCn2c(SCC(=O)N/N=C/c3ccccc3F)nc3ccccc3c2=O)cc1	93	106	85	106	85	75	79	75
CCOC(=O)C(CC)(CC(C)c1ccccc1)C(=O)OCC (stereo not given)	95	101	100	96	92	113	101	96
Cc1ccc(C(=O)C(Br)C(Br)c2ccccc2)cc1 (stereo not given)	100	101	94	101	·	113	95	·
CC(=O)Nc1ccc(S(=O)(=O)N/N=C(\C)CCC(=O)O)cc1	109	101	101	115	90	94	100	85
CNC(=O)c1cc(N2CCc3cc(NC(=O)Nc4ccc(F)c(C(F)(F)F)c4)ccc32)ccn1	58	·	47	71	80	92	51	59
COc1ccc(O)c(N=Nc2nccs2)c1	104	105	·	115	94	92	90	91
COc1ccc2[nH]cc(-c3nnc(N)nc3-c3c[nH]c4ncccc34)c2c1	96	94	85	114	121	117	80	107
Nc1cccc2cc(S(=O)(=O)O)ccc12	108	109	112	67	·	·	95	67
Cc1ccc(S(=O)(=O)NCCCNC(=O)OCc2ccccc2)cc1	114	108	108	115	109	104	97	104
COc1ccc(C2c3ccccc3NC(=O)N2C2CCN(C)CC2)c(OC)c1 (stereo not given)	72	85	85	·	·	108	·	103
O=C(Nc1ccccc1Cl)c1ccccc1F	100	99	100	100	97	107	95	98
CC12CC[C@@H]3[C@]4(C)COC(c5c(F)cccc5F)O[C@@H]4CC[C@@]3(C)[C@@H]1CC(C1=CCOC1=O)O2 (stereo not given in full)	86	66	47	89	65	81	50	70
CCCc1nn2c(-c3ccccc3)nnc2o1	101	112	74	112	102	110	83	101
O=C1CN(CO)C(=O)CN1CO	103	104	·	112	100	121	98	103
COc1ccc(Cn2cc(COc3cc(/C=C/C(=O)c4cc(OC)c(OC)c(OC)c4)ccc3OC)nn2)cc1	13	91	80	85	96	87	70	60
CCOC(=O)C1(C(=O)OCC)CCCCC1C (stereo not given)	100	100	99	105	116	96	104	99
COc1ccc(-c2nn3c(Cc4ccc(Cl)cc4)nnc3s2)cc1OC	106	118	96	113	114	112	94	101
Nc1c(Cl)cc2c(c1Br)C(=O)c1ccccc1C2=O	105	108	89	113	108	103	77	98
COc1cc(/C=C2/SC(=O)N(CC(=O)N3CCN(c4cc5c(cc4F)c(=O)c(C(=O)O)cn5C4CC4)CC3)C2=O)cc(OC)c1OC	106	104	105	104	81	104	97	95
O=C1Nc2ccccc2/C1=C/C(=O)c1ccc(N2CCCC2)cc1	-52*	108	65	76	78	59	34	54
COc1cc(C2CC(c3c(C)[n+]([O-])c4ccccc4[n+]3[O-])=NN2)cc(OC)c1OC (stereo not given)	96	101	96	116	·	96	105	113
C1CCN(C2=NCCN2)CC1	105	88	97	109	69	101	·	77
Cc1c(N)cccc1C(=O)O	111	101	107	98	108	123	102	116
COc1ccc(N=NN(C)C)cc1	105	102	98	119	92	105	103	105
CCN(CC)Cc1nnc(CCC(=O)c2nc3ccccc3[nH]2)o1	102	103	100	108	101	97	77	93

Random excerpt: 2 compounds from above, in no set order.
SMILES	MDA-MB-435	M14	SK-MEL-5	SK-MEL-28	UACC-257	SK-MEL-2	UACC-62	A549/ATCC
CCN(CC)Cc1nc2ccccc2c(=O)n1/N=C/c1ccc(OC)cc1	99	104	102	105	99	112	96	103
Cc1cc(=O)c(C(=O)N[C@@H](C(=O)N[C@@H]2C(=O)N3C(C(=O)O)=C(CSc4nnnn4C)CSC23)c2ccc(O)cc2)c[nH]1 (stereo not given in full)	100	104	101	114	106	·	115	101

Later entries.
SMILES	MDA-MB-435	M14	SK-MEL-5	SK-MEL-28	UACC-257	SK-MEL-2	UACC-62	A549/ATCC
CC1O[C@@H](OCC2O[C@@H](Oc3c(-c4ccc(O)cc4)oc4cc(O)cc(O)c4c3=O)[C@@H](O)C(O)[C@@H]2O)C(O)[C@@H](O)[C@H]1O (stereo not given in full)	100	100	97	108	102	108	101	101
CCN(CC)CCCC(C)Nc1ccnc2cc(Oc3ccccc3)ccc12 (stereo not given)	2.5*!	-82*	-87*!	1.0*!	-56*	115	93&61	87&59
Cn1c(=O)c2c(nc(N3CCCC3)n2C)n(C)c1=O	107	92	102	104	93	97	·	86
COc1ccc([N+](=O)[O-])cc1NC(=O)OC(C)C	98	98	94	100	101	97	95	98
Cc1ccc(-n2cc(/C=N/NC(=O)c3nc(N)n[nH]3)c(-c3ccc(S(C)(=O)=O)cc3)n2)cc1	88	·	103	101	99	103	88	104
O=C(CSc1nnc2n1N=C(c1ccc(F)cc1)CS2)c1ccc(F)cc1	81	78	71	95	52	·	75	71
COc1ccc(-c2nc(SCCC(C)C)nc(Nc3ccccc3)c2C#N)cc1	94	93	100	102	81	101	92	69
C1OC1CN1CCC(C2CCN(CC3CO3)CC2)CC1 (stereo not given)	·	90	90	116	86	123	84	65
Cc1ccc(-c2nc3ccccn3c2-c2nnc(-c3ccsc3C)o2)cc1	107	115	107	102	110	98	101	106
Cc1cccc(Cc2cnc(NC(=O)c3ccc4noc(-c5ccc(Cl)cc5)c4c3)s2)c1	94	95	96	95	99	97	78	91
CC(O)C(NC(=O)C(Cl)Cl)C(=O)O (stereo not given)	114	106	121	108	114	99	104	114
N#Cc1ncn(C2OC(CO)C(O)C2O)c1N (stereo not given)	·	112	105	109	112	91	99	94
Cc1cccc(Cl)c1NC(=O)CCC(=O)O	96	110	103	105	80	114	104	95
C=CC(C)(C)[C@@]1(C[C@@H]2NC(=O)[C@@H]3CCCN3C2=O)C(=O)Nc2c1ccc1c2C=CC(C)(C)O1	110	106	95	108	93	119	96	102
CN(C)CCCNCc1ccc(-c2ccc(F)c(Cl)c2)o1	-42*	-81*	6.4*	-87*	-6.0*	-15*	20	-50*
O=C1C[C@@H]2/C(=C(O)\C=C\c3ccccc3)C(=O)C=C[C@@H]2O1	-32*	-66*	40	-24*	-43*	-35*	-51*	37
COC(=O)CCCCCCCC=O	109	109	99	98	78	95	102	90
Cc1ccc(S(=O)(=O)NC(=O)CCC(=O)Nc2ccc(O)cc2)cc1	119	103	111	111	101	111	100	102
NS(=O)(=O)c1cccc(Nc2nc(SCC(=O)c3ccc(Br)cc3)nc3c2CCC3)c1	101	103	90	108	106	108	95	97
CCOc1ccc(Nc2nc3c(s2)C(=O)c2ccccc2C3=O)cc1	-80*	86	62	106	95	101	57	94

Only SK-MEL-28 and SK-MEL-5, for 2 of the compounds above:
Molecule	SK-MEL-28	SK-MEL-5
CNC(=O)c1cc(N2CCc3cc(NC(=O)Nc4ccc(F)c(C(F)(F)F)c4)ccc32)ccn1	71	47
COc1ccc(O)c(N=Nc2nccs2)c1	115	·

(next part)
SMILES	MDA-MB-435	M14	SK-MEL-5	SK-MEL-28	UACC-257	SK-MEL-2	UACC-62	A549/ATCC
NCCNCCNCCN	106&106	100&102	96&114	99&112	101&108	122&91	104&109	98&107
Cc1ccc(NC(=O)N(O)C2CCCCC2C#N)cc1 (stereo not given)	121	124	113	108	102	144	100	95
CCOC(=O)C1=C(N)N(c2ccccc2)C2=C(C(=O)CC(C)(C)C2)C1c1ccc([N+](=O)[O-])cc1 (stereo not given)	102	99	97	105	112	97	67	91
Cc1csc(NC(c2ccc(Br)cc2)c2c(C)nc3ccccn23)n1 (stereo not given)	98	91	95	108	76	86	82	88
CC(C)=CCC[C@](C)(O)[C@H]1CC[C@]2(C)[C@@H]1CC[C@@H]1[C@@]3(C)C/C(=C/c4ccccc4)C(=O)C(C)(C)[C@@H]3CC[C@]12C	90	96	99	104	104	98	88	85
CCCCCCc1cn(CC(=O)Nc2nc3ccccc3s2)nn1	102	97	96	104	104	103	97	102
O=C(O)C(O)CO (stereo not given)	106	109	102	99	93	133	105	98
O=C1c2cc(Cl)ccc2S(=O)(=O)c2c(NCCCNCCO)nc3ccccc3c21	2.7*	-38*	11	6.1*	10	23	2.0*	43
CC(C)(C)N/N=C(\C(=O)Nc1nc(=S)[nH][nH]1)C1C(=O)Nc2ccccc2S1=O (stereo not given)	116	110	97	117	99	106	96	82
C=CCN1C(=O)/C(=C/c2ccc(OC)cc2OC)SC1=Nc1ccc(Cl)c(Cl)c1	98	121	97	106	99	105	80	96
O=C(CCN1CCCCC1)c1ccc(-c2ccccc2)cc1	106	106	103	105	102	93	99	104

Given with two lines to a compound: entries from further up.
Order of values: MDA-MB-435 | M14 | SK-MEL-5 | SK-MEL-28 | UACC-257 | SK-MEL-2 | UACC-62 | A549/ATCC
- NCCNCCNCCN
    106&106 | 100&102 | 96&114 | 99&112 | 101&108 | 122&91 | 104&109 | 98&107
- Cc1ccc(NC(=O)N(O)C2CCCCC2C#N)cc1 (stereo not given)
    121 | 124 | 113 | 108 | 102 | 144 | 100 | 95
- CCOC(=O)C1=C(N)N(c2ccccc2)C2=C(C(=O)CC(C)(C)C2)C1c1ccc([N+](=O)[O-])cc1 (stereo not given)
    102 | 99 | 97 | 105 | 112 | 97 | 67 | 91
- Cc1csc(NC(c2ccc(Br)cc2)c2c(C)nc3ccccn23)n1 (stereo not given)
    98 | 91 | 95 | 108 | 76 | 86 | 82 | 88
